# Screening results (PubChem)
# CSM14.1 death rescue = protection against thapsigargin-triggered cell killing – 384-well, CSM14.1, ATP luminescence, primary screen (AID 1222). one-dose cellular ATP content (survival), % at 20 µM; EC50 in µM for titrated hits. CSM14.1 thapsigargin-induced death rescue, ATP luminescence; higher % means a stronger effect. 190,000 tested, under 10 active;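 active means EC50 below 50 µM in the dose-response confirmation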;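 further: death triggered by thapsigargin at about 15 µM added after 2 h compound pretreatment; cell ATP read after overnight thapsigargin exposure of roughly 18 to 22 hours; normalized against plate controls of thapsigargin alone and 5% DMSO vehicle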
# KOR beta-arrestin-1 = kappa opioid receptor activators – cell-based, luminescence, uHTS, primary screen (AID 1777). KOR beta-arrestin recruitment, luminescence; higher % means a stronger effect. activation, % at 10 µM; hits with a dose series show EC50 in µM. actives 0.02% (n = 280,000); in the data active means activation above about 50%, passing the limit was not always enough; further: a part of the inactive calls stands beside numbers as strong as those of hits
# NTR1 agonist = agonists of NTR1, primary screen, imaging, U2OS cells, beta-arrestin-GFP, high content (AID 493036) | NTR1-U2OS beta-arrestin-GFP spot imaging, agonist mode | P30989 | activation, % at 20 µM | actives 0.17% (n = 330,000);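 active means activation at or above 40% of the spot to cytoplasm intensity ratio, with at least 20 cells analyzed; inconclusive means wells under 20 cells, flagged as cytotoxic or low count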;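 further: 0% = DMSO without peptide and 100% = 100 nM NTR1 peptide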
# Target sequence (P30989 whole entry, looked up): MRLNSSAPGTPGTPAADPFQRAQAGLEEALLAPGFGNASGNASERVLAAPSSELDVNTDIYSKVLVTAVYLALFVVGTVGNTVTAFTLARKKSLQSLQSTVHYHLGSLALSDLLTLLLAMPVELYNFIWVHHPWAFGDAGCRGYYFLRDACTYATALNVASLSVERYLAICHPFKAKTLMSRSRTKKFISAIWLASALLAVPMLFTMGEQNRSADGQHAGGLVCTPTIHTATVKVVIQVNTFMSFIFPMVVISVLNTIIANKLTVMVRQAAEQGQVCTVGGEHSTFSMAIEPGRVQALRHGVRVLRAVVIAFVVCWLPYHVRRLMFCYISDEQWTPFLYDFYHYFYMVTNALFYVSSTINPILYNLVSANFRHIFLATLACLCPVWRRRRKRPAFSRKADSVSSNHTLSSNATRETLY
# KOR beta-arrestin-2 = KOR antagonists, beta-arrestin recruitment, cell-based, luminescence, uHTS (AID 1778). KOR beta-arrestin recruitment, luminescence, antagonist mode; higher % means a stronger effect. inhibition, % at 10 µM; hits with a dose series show IC50 in µM. actives 0.091% (n = 290,000); further: strong numbers were not always called active
# GPR55 activation = selective activators of receptor GPR55 – imaging, U2OS cells, beta-arrestin-GFP redistribution, primary screen (AID 1961). U2OS GPR55 beta-arrestin-GFP redistribution imaging; higher % means a stronger effect. one-dose activation, % at 10 µM; EC50 in µM for titrated hits. actives 0.048% (n = 290,000);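 active means activation above 40% with more than 50 cells counted in the well; inconclusive means wells holding fewer than 50 cells, flagged as toxic or sparse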;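 further: U2OS osteosarcoma cells stably expressing GPR55 and beta-arrestin-GFP; plate controls were DMSO negative control for no effect and LPI positive control for full effect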
# NOD1 inhibition = NOD1 signaling inhibitors, primary screen, cell-based, luminescence, uHTS (AID 1578); NOD1-driven NF-kB luciferase reporter cells, luminescence; higher % means a stronger effect; one-dose inhibition, % at 4 µM; EC50 in µM for titrated hits; actives 1% (n = 290,000); in the data active means inhibition mostly above about 36%, no sharp cut-off; inactive means mostly below about 34%;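 further: HEK-293T reporter cells stimulated with the NOD1 agonist gamma-tri-DAP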
# HEK293 NOD2/NF-kB = inhibition of NOD2-driven NF-kB reporter – cell-based, luminescence, uHTS, HEK293 (AID 1566). actives 0.63% (n = 290,000). one-dose inhibition, % at 4 µM; EC50 in µM for titrated hits. HEK293 NOD2/NF-kB luciferase reporter, luminescence; higher % means a stronger effect; further: many of its hits are not listed in these tables
# Yfh1-off respiration = enhancers of respiration in Yfh1-depleted yeast, dose response, Friedreich's ataxia, plus single-dose screen (AID 1465) | S. cerevisiae Yfh1-off respiration, WST-1 reduction, 72 h; higher fold induction means a stronger effect | actives 0.074% (n = 220,000) | one-dose fold induction at 50 µM; EC50 in µM for titrated hits;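 active means fold induction of absorbance versus untreated yeast above a set limit, then at least 30% activation at any dose in follow-up; inconclusive means repeats straddling the limit, or above it without dose testing; inactive means fold induction below the set limit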;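 further: activators that raise dye reduction in frataxin-depleted yeast; strong numbers were not always called active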
# TNAP activators = stimulation of alkaline phosphatase TNAP activity – biochemical, luminescent, no phosphate acceptor, uHTS, primary screen (AID 1001) | purified TNAP, luminescent activation assay, no phosphate acceptor; higher activation fold means a stronger effect | activation fold at 20 µM; hits with a dose series show EC50 in µM | actives 0.03% (n = 200,000); in the data active means activation fold from about 3, or a potency from the dose series; inactive means the rest, 99 in 100 with activation fold below about 1.6; further: many of its hits are not listed in these tables
# NTR1 agonist cell count 20 µM = recorded beside NTR1 agonist, whose call it bears; cell count; measured here: cell count, cytotoxicity flag
# * marks the source's active call; other numbers are inactive results; i = inactive; u = inconclusive; x = not tested or not shown; [ ] = another dose, or the depositor's remark. Unless noted, no stated cut-off is given here; in the data, active means inhibition above about 50%; inactive means the rest.
SMILES,CSM14.1 death rescue,KOR beta-arrestin-1,NTR1 agonist,NTR1 agonist cell count 20 µM,KOR beta-arrestin-2,GPR55 activation,NOD1 inhibition,HEK293 NOD2/NF-kB,Yfh1-off respiration,TNAP activators
COc1ccc(N=C2NC(=O)CS2)c([N+](=O)[O-])c1,2.9%,-4.6%,0.3,83,-5.3%,0.1%,-3.1%,23.0%,i,1.1
O=C(N/N=C/c1ccc(OC(=O)c2ccc3c(c2)OCO3)cc1)c1cncc(Br)c1,-1.0%,-2.9%,1.0,66,-8.8%,-0.3%,-27.4%,7.2%,i,0.9
COc1ccc(C(=O)N(CCc2ccccc2)Cc2ccccc2)c(OC)n1,x,-0.1%,1.3,40,-15.8%,-0.2%,-5.7%,-5.6%,x,x
CCN(CC)S(=O)(=O)c1ccc(NC(=O)c2cc(-c3ccccc3)nc3ccccc23)cc1,1.7%,-0.4%,1.3,72,13.8%,-0.1%,-6.6%,6.9%,i,1
COc1ccc(S(=O)(=O)NNC(=O)Nc2ccc(C)cc2C)c(OC)c1,x,2.3%,-0.7,55,-16.6%,-0.1%,-29.5%,6.5%,x,x
CC1CCc2c(sc3ncnc(NCCCOC(C)C)c23)C1 (configuration not stated),-2.2%,-6.7%,5.2,44,-24.8%,0.0%,12.0%,5.6%,i,1.2
Cc1cc(C)n2nc(C(=O)N/N=C/c3ccco3)nc2n1,x,4.1%,0.5,65,16.8%,-0.1%,-7.7%,7.3%,i,x
NC1=NC(c2ccc(F)cc2)n2c(nc3ccccc32)N1 (configuration not stated),-0.3%,0.6%,1.1,59,-34.2%,-0.3%,-2.2%,-11.1%,i,1.1
N#CCCn1c(SCC(=O)NCC2CCCO2)nc2ccccc21 (configuration not stated),-2.6%,-2.1%,-0.2,50,9.1%,0.0%,-9.8%,16.8%,i,1.1
COc1ccc(NC(=O)c2cc(S(=O)(=O)N3CCOCC3)ccc2N2CCOCC2)cc1,x,-1.0%,-0.4,71,19.5%,-0.1%,-27.4%,10.8%,x,x
O=C1CC(N(O)c2ccccc2)C(=O)N1c1cc(Cl)cc(Cl)c1 (configuration not stated),-1.3%,6.9%,2.4,71,4.7%,-0.3%,6.8%,5.2%,i,1.1
Cc1[nH]c2ccccc2c1C(=O)COC(=O)c1ccc([N+](=O)[O-])s1,-3.5%,1.2%,15.6,39,-80.3%[20 µM],0.5%,-17.1%,1.0%,i,1
O=C(CCN1C(=O)C2CC=CCC2C1=O)NC1CCCCC1 (configuration not stated),x,8.8%,0.2,43,-13.0%,-0.1%,44.9%*,10.4%,x,x
CCN(C(=O)COC(=O)c1ccccc1NC(=O)c1ccco1)C1CCS(=O)(=O)C1 (configuration not stated),-1.9%,-0.5%,-0.7,38,8.6%,0.4%,-40.3%,-6.5%,i,1.1
CCN(CC)CCN1c2ccccc2Sc2ccc3ccccc3c21,x,3.6%,11.8,79,0.2%,-0.1%,-8.5%,5.2%,u,x
COc1ccc(C=NC(CO)C(O)c2ccc([N+](=O)[O-])cc2)cc1 (configuration not stated),-0.3%,-2.5%,3.9,71,-16.6%,0.3%,10.7%,17.8%,i,1.1
COc1ccc(N(CC(=O)NC2CC3CCC2C3)S(=O)(=O)c2ccc(C)c([N+](=O)[O-])c2)cc1 (configuration not stated),x,-1.1%,1.0,46,9.1%,-0.2%,-24.6%,-7.5%,x,x
CCc1c(C)sc(NC(=O)c2cc(-c3ccc(OC)c(OC)c3)on2)c1C#N,-2.2%,5.2%,2.2,83,-23.3%,1.3%,-63.9%,11.3%,i,1.1
CCN(CC)CCn1c(OC)cc(=O)[nH]c1=O,-1.7%,-2.7%,-0.5,69,29.7%,-0.1%,-9.9%,13.6%,i,1.2
CCSc1nnc(-c2cccnc2)n1-c1ccc(C)c(Cl)c1,-0.3%,0.9%,1.0,58,-39.4%,-0.1%,-2.1%,17.8%,i,1.1
Cn1c(=O)c2c(ncn2CC(=O)Nc2ccc(Cl)cc2Cl)n(C)c1=O,-0.3%,x,-4.3,91,x,-0.2%,-22.1%,-1.8%,i,1.1
CCOC(=O)c1ccccc1NC(=O)CSc1nnc(Cc2cccn2C)n1-c1ccc(C)cc1,0.6%,-2.9%,4.4,53,8.1%,-0.1%,9.4%,16.0%,i,1.1
Cc1ccccc1NC(=O)CN(c1ccc(F)cc1)S(C)(=O)=O,1.4%,-0.7%,-1.8,58,-9.2%,0.3%,11.2%,7.4%,i,1.1
Cc1ccc(N=C2NC(=O)CC(C(=O)Nc3ccc4c(c3)OCO4)S2)cc1 (configuration not stated),-1.3%,-1.4%,0.3,34,-18.4%,-0.4%,-42.5%,5.7%,i,1
C#CCOc1c(Cl)cc(/C=C2/C(=O)ON=C2C)cc1OC,x,-3.0%,-0.5,103,-13.9%,0.6%,-3.3%,6.6%,x,x
O=C(NCCO)c1nc2ccccc2s1,-1.6%,-5.3%,1.3,50,22.5%,0.0%,-12.1%,1.8%,i,1.1
COc1ccc(-c2nc3ccccc3n2Cc2ccc(C)cc2)cc1,-2.2%,-1.1%,2.4,55,22.9%,-0.4%,-21.6%,-15.9%,i,1.1
CCOC(=O)c1ccc([N+](=O)[O-])cc1NC(C)=O,-0.9%,2.1%,1.7,69,-20.5%,0.5%,2.4%,8.3%,i,1
COc1ccc(-c2ccc(CCC(=O)O)n2CC(=O)Nc2ccccc2C)cc1,x,-3.9%,-0.5,81,18.7%,0.0%,-7.1%,-24.3%,x,x
CC1(C)CC(=O)C2=C(C1)NC(=S)C(C#N)C21CCCCC1 (configuration not stated),x,3.1%,-0.7,32,19.9%,-0.2%,0.0%,18.8%,i,x

# Pulled by compound from the entries so far:
SMILES,CSM14.1 death rescue,KOR beta-arrestin-1,NTR1 agonist,NTR1 agonist cell count 20 µM,KOR beta-arrestin-2,GPR55 activation,NOD1 inhibition,HEK293 NOD2/NF-kB,Yfh1-off respiration,TNAP activators
Cn1c(=O)c2c(ncn2CC(=O)Nc2ccc(Cl)cc2Cl)n(C)c1=O,-0.3%,x,-4.3,91,x,-0.2%,-22.1%,-1.8%,i,1.1
Cc1ccc(N=C2NC(=O)CC(C(=O)Nc3ccc4c(c3)OCO4)S2)cc1 (configuration not stated),-1.3%,-1.4%,0.3,34,-18.4%,-0.4%,-42.5%,5.7%,i,1
CC1(C)CC(=O)C2=C(C1)NC(=S)C(C#N)C21CCCCC1 (configuration not stated),x,3.1%,-0.7,32,19.9%,-0.2%,0.0%,18.8%,i,x

# The list continues.
SMILES,CSM14.1 death rescue,KOR beta-arrestin-1,NTR1 agonist,NTR1 agonist cell count 20 µM,KOR beta-arrestin-2,GPR55 activation,NOD1 inhibition,HEK293 NOD2/NF-kB,Yfh1-off respiration,TNAP activators
Cc1oc(-c2ccccc2)cc1C(=O)NC(Cc1c[nH]c2ccccc12)C(=O)O (configuration not stated),-2.3%,-1.7%,0.0,49,7.4%,-0.2%,-35.2%,-4.1%,i,1.2
CCN1CCc2c(C#N)c(N3CCOCC3)nc(N3CCOCC3)c2C1,-1.4%,-0.1%,-2.9,40,9.3%,-0.1%,-9.2%,4.3%,i,1.1
CCC(C(=O)NC1CC1)n1nc(C)c2c(C)n(-c3ccc(C)cc3)nc2c1=O (configuration not stated),x,-5.0%,1.1,57,16.0%,-0.1%,-7.1%,11.9%,x,x
CCOC(=O)c1ccc(N2CCN(c3ccc(F)cc3)CC2)c(NC(=O)Nc2cccc(OC)c2)c1,0.3%,0.0%,0.2,79,21.4%,-0.2%,-22.5%,3.6%,i,1.2
CC1N/C(=C\C(=O)c2ccccc2)N(O)C1(C)C (configuration not stated),-3.6%,-1.8%,0.1,41,2.9%,-0.2%,-38.5%,-54.5%,i,1.1
O=C(Nc1cc(F)ccc1F)C1CCN(S(=O)(=O)c2cccc3nonc23)CC1,x,0.2%,-0.5,53,13.7%,-0.2%,0.1%,14.6%,x,x
NS(=O)(=O)c1cccc(NC(=O)COC(=O)CCCc2c[nH]c3ccccc23)c1,0.8%,-3.1%,-1.2,28,0.5%,0.2%,-10.6%,11.7%,i,0.8
CCOC(=O)N1CCN(C(=O)c2ccc(NC(=O)CC)cc2)CC1,12.2%,1.2%,0.5,74,-19.4%,-0.1%,-14.7%,-3.4%,i,1
CCN(CC)S(=O)(=O)c1cccc(C(=O)N/N=C/c2ccc([N+](=O)[O-])o2)c1,1.5%,-0.3%,1.7,59,-23.0%,-0.2%,3.5%,22.6%,i,0.9
Cc1ccccc1N1CCN(C(=S)c2ccc(-c3cccc([N+](=O)[O-])c3)o2)CC1,2.6%,-9.4%,6.8,37,10.7%,0.1%,-17.2%,5.2%,i,1.1
O=S(=O)(CCSc1ccc(C(F)(F)F)cn1)c1ccc(Cl)cc1,x,0.8%,0.3,46,17.1%,-0.1%,-8.8%,7.5%,i,x
COc1ccc2nc3ccccc3nc2c1NC(=O)c1ccc(Cl)cc1,0.9%,-2.6%,4.9,61,-18.0%,-0.2%,-19.4%,12.0%,i,1.1
COC(=O)C1NN=C(C(=O)c2ccc(Cl)cc2)C1c1ccc(OC)cc1 (configuration not stated),2.5%,0.8%,0.3,53,-9.8%,-0.2%,-24.8%,-12.6%,i,1.1
CCOC(=O)N1CCN(C(=O)c2ccccc2N(C)S(C)(=O)=O)CC1,x,1.5%,-0.4,72,-42.1%,0.9%,-22.6%,-14.5%,i,1.1
COc1ccc(S(=O)(=O)Nc2ccccc2)cc1OC,-0.6%,1.3%,-0.8,77,-19.9%,0.2%,-2.3%,-8.7%,i,0.9
O=C(Cn1cc(C(F)(F)F)ccc1=O)N/N=C/c1cccc(Cl)c1,-4.3%,-2.0%,0.6,80,33.9%,0.0%,-2.3%,12.5%,i,1
COc1ccccc1/C=C(/C(=O)OCC(N)=O)c1ccccc1,-2.0%,-1.7%,-0.1,84,-30.5%,-0.1%,0.8%,2.1%,i,1
CCCc1[nH]nc2c1C(c1ccccc1OCC)C(C#N)=C(N)O2 (configuration not stated),3.8%,2.9%,1.2,84,-3.0%,0.3%,-34.5%,-15.4%,i,1
CCC(NC(=O)c1cccc(Cn2nc(C)c([N+](=O)[O-])c2C)c1)c1ccc(C(C)C)cc1 (configuration not stated),2.6%,3.3%,4.3,42,-3.4%,1.0%,5.9%,-6.9%,i,1.1
Cc1ccc(C(=O)C2CCN(CC(=O)Nc3ccccc3C)CC2)cc1,x,2.8%,0.9,41,4.7%,0.6%,-6.6%,9.7%,x,x
CCn1c2ccccc2c2cc(N=C3SC(CC(=O)Nc4ccccc4OC)C(=O)N3CCOC)ccc21 (configuration not stated),-2.9%,-0.2%,4.7,57,-15.4%,0.1%,7.1%,2.4%,i,1.1
CCCCCn1c(C(Cc2ccccc2)NC(=O)COC)nc2ccccc21 (configuration not stated),-1.6%,-0.9%,12.7,52,-25.6%,-0.3%,8.8%,-4.3%,i,1
COc1cccc(C(=O)COC(=O)c2n[nH]c(=O)c3ccccc23)c1,1.5%,-3.3%,0.7,44,-7.8%,1.5%,-33.9%,10.5%,i,1.1

# An excerpt, so the mix of outcomes need not match the whole.
